NR2E3 ag-1 – NR2E3 (human) agonism; Q9Y5X4; 320,000 compounds, 0.12% hits; AID 2300; GST-NR2E3/biotin-RetCOR TR-FRET, 1536-well; inhibition of corepressor binding, % at 4.78 µM;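 active = percent inhibition above the cutoff of mean plus 3 SD of all tested compounds, set per screening campaign, cut at about 20% in these data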;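 also: 0% = DMSO wells and 100% = biotin wells as full block of FRET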
Target sequence (Q9Y5X4 whole entry, looked up): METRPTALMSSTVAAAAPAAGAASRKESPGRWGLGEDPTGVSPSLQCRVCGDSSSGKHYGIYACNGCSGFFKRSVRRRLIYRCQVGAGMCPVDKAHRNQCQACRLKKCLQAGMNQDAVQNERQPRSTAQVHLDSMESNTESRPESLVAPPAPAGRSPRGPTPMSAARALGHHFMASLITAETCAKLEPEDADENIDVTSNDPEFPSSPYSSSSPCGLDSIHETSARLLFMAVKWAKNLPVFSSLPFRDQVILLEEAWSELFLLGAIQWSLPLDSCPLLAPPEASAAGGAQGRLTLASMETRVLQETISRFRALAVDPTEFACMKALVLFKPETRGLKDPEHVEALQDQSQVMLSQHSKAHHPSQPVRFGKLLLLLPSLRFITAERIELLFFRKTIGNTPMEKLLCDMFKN
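System: GST-tagged NR2E3 plus biotinylated RetCOR corepressor; Buffer or medium: pH 7.5 Tris-based buffer; Probe or stimulus: RetCOR corepressor, biotinylated, 7 nM; Doses: compound at 4.8 µM, single dose; Schedule: 5 h incubation at 4 °C; Technique: time-resolved FRET; Evaluation: percent inhibition of TR-FRET ratio; Replication: one well per compound, singlicate testing.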
KKLEB cytotox – counter-screen for CF NF-kB inhibitors: cytotoxicity; 360,000 compounds, 0.36% hits; activity change (cytotoxicity), % at 5 µM; KKLEB CF airway cells viability, ATPlite luminescence, overnight; active compounds read low; cells stimulated with P. aeruginosa culture filtrate;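 active = corrected activity change at or below -50% at 5 µM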
CF NFkB block – cystic fibrosis NF-kB activation inhibition; KKLEB NF-kB-GFP reporter, PAF-induced, GFP fluorescence overnight; inhibition, % at 5 µM; 360,000 compounds, 0.86% hits; AID 588850;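 active = at least 50% inhibition at 5 µM, scaled per plate between neutral and stimulator controls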;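 also: PAF is a Pseudomonas aeruginosa culture filtrate used as stimulus; plate controls were PAF-stimulated DMSO wells for no effect and unstimulated DMSO wells for full effect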
Vif inh – blocks HIV Vif function. HEK293T cells, Vif self-association by quenched fluorescence, imaging, 24 h. inhibition, % at 7.49 µM. 340,000 compounds, 0.35% hits. AID 602346; in the data active = inhibition above about 50%, passing the limit was not always enough; also: some results filed as inactive read as strong as hits
HIF-2a block – blocks HIF-2a reporter activity | inhibition, % at 18.8 µM | 786-0 RCC cells HIF-2a reporter, luciferase luminescence, overnight | 360,000 compounds, 0.72% hits;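 active = inhibition of the luminescence signal of 40% or more relative to plate controls, in a single-dose primary screen at 18.75 µM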
PDI inh – blocks human protein disulfide isomerase activity; P07237; PDI insulin aggregation turbidity, A650, 90 min; inhibition, % at 10 µM; 350,000 compounds, 0.052% hits;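 active = mean inhibition across replicates of 30% or more, whatever share of single replicates reach that level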;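 also: absorbance from insulin aggregation driven by PDI reduction with DTT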
Target sequence (P07237 whole entry, looked up): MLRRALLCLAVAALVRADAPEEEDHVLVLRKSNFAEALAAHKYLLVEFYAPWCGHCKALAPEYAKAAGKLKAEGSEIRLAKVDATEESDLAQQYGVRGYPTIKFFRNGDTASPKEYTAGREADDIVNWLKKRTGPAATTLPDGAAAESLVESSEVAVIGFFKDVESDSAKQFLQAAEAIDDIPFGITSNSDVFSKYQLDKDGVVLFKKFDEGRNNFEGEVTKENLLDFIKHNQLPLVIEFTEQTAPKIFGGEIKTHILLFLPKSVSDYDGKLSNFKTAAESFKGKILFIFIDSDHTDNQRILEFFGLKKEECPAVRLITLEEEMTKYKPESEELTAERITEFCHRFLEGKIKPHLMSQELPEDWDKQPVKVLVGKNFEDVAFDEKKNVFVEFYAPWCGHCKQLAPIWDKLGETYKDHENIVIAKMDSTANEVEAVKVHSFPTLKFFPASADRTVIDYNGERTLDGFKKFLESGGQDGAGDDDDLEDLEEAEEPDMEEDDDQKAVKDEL
Shn3 3UTR inh – reduces Shn3 3'UTR luciferase signal in osteoblasts; Clone20 osteoblast Shn3 3'UTR firefly luciferase, 24 h; inhibition, % at 12.5 µM; 360,000 compounds, 0.52% hits;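 active = mean inhibition of at least 75% with every replicate also reaching 75%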;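 also: 0% = median of neutral control wells and 100% = pilot-screen positive control compound; some compounds past the cut are filed as inactive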
CaV13 FRET inh – Disruptors of the CACNA1D IQ motif to Ca2+-dependent inactivation inhibitor domain association, primary screening, Förster resonance energy transfer in intact living …; HEK cells, CFP/YFP FRET ICDI-IQ, plate reader, 10 min; percent FRET-ratio fall versus neutral wells; inhibition, % at 12.3 µM; 340,000 compounds, 0.098% hits; AID 743397;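 active = mean replicate inhibition of at least 30% and at least 1% of replicates passing that level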;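 also: 0% = median of the neutral control wells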
Peg3 promoter – inhibitors of Peg3 promoter; inhibition, % at 20 µM; 360,000 compounds, 1.7% hits; HeLa PEG-Prom luciferase reporter, luminescence, overnight;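 active = inhibition of at least 50% at 20 µM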
MITF TRPM1 inh – reduces MITF-dependent TRPM1 promoter luciferase signal. SK-MEL-5 TRPM1 promoter luciferase, 24 h. inhibition, % at 12.5 µM. 330,000 compounds, 0.83% hits. AID 488899;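 active = mean inhibition across replicates of 60% or more, whatever share of single replicates reaches that level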; also: values of inactives mirror those of a sister screen read the other way
NR2E3 ag-2 – human photoreceptor-specific nuclear receptor agonism. 360,000 compounds, 0.35% hits. CHO-S Gal4-NCOR/VP16-NR2E3 two-hybrid, luciferase. inhibition of corepressor binding, % at 3.98 µM. AID 602229;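 active = inhibition above the mean of all tested compounds plus 3 SD, cut at about 70% in these data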;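 also: 0% = DMSO with NR2E3 transfected cells and 100% = cells lacking NR2E3 construct; higher means lower luciferase signal from less NR2E3 corepressor binding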
Numbers without * were called inactive; x = not tested or not shown. Compounds as they come. About 3.3% of those tested had a hit in this group.

(1) CN(CC(=O)Nc1ccc(Cl)c(C(F)(F)F)c1)C(=O)CCN1C(=O)C2CCCCC2C1=O (configuration not stated)
(2) CCCCc1nc2cc(C(=O)NCc3ccccn3)ccc2o1
(3) Cc1ccc(NC(=O)COC(=O)C2CSC3(C)CCC(=O)N23)c(C)c1 (configuration not stated)
(4) Cc1ccc(-n2nc3c(c2NC(=O)c2ccccc2Br)CS(=O)C3)cc1 (configuration not stated)
(5) CC(c1nnc(SCC(=O)N2CCc3ccccc32)n1-c1ccc(Cl)cc1)N(C)C (configuration not stated)
(6) CC1(C)CC(=O)C(C2(O)C(=O)N(Cc3ccccc3)c3ccccc32)CO1 (configuration not stated)
(7) Cc1cc(C)n(/N=C/c2ccccc2)c(=O)c1C#N
(8) Cc1ccc2nc(NC(=O)CCNS(=O)(=O)c3ccc(Br)s3)sc2c1
Compound,1,2,3,4,5,6,7,8
Shn3 3UTR inh,10.8,-2.5,-21.0,-12.3,-12.2,-5.2,4.6,31.9
KKLEB cytotox,18.3,-1.1,-18.9,1.5,3.3,-14.7,-12.2,12.8
Peg3 promoter,-14.7,-18.9,-9.5,7.1,9.0,13.3,-9.9,-37.6
NR2E3 ag-1,-1.6,5.5,1.8,2.2,-2.6,1.3,-2.0,0.1
Vif inh,20.0,2.8,6.4,5.0,x,2.3,6.5,12.4
NR2E3 ag-2,25.6,6.4,-6.1,-8.9,-29.0,-3.3,20.7,-20.2
CF NFkB block,-3.9,-6.7,15.1,-7.5,2.1,14.7,5.7,-10.9
PDI inh,4.0,6.2,7.9,-4.2,2.9,3.1,-3.7,-1.5
HIF-2a block,11.8,-21.1,-6.1,-0.1,8.1,-4.0,7.5,-80.7
CaV13 FRET inh,-5.4,-1.4,-2.2,-8.9,x,-5.7,x,-9.7
MITF TRPM1 inh,-1.1,-2.3,-4.1,10.5,-4.3,5.7,-3.9,-9.9

Limited to Shn3 3UTR inh, CF NFkB block and Vif inh (2 entries from above):
nr | structure | Shn3 3UTR inh | CF NFkB block | Vif inh
2 | CCCCc1nc2cc(C(=O)NCc3ccccn3)ccc2o1 | -2.5 | -6.7 | 2.8
3 | Cc1ccc(NC(=O)COC(=O)C2CSC3(C)CCC(=O)N23)c(C)c1 (configuration not stated) | -21.0 | 15.1 | 6.4

The listing continues:
(9) CCN(CC)C(=O)C(Oc1ccc(S(=O)(=O)N2CCCC2)cc1[N+](=O)[O-])c1ccccc1 (configuration not stated)
(10) O=C(/C=C/c1cccc(F)c1)NCc1ccc2c(c1)OCO2
(11) CCc1cc(CC)c(/C=N/NC(N)=O)c(CC)c1
(12) COc1ccc(-c2cn[nH]c2-c2ccc(OCc3ccccc3F)cc2O)cc1OC
(13) COc1ccc(NC(=O)[C@@H]2CCCN2S(=O)(=O)c2ccccc2F)cc1S(=O)(=O)N1CCCCC1
(14) COc1ccc(NC(=O)c2[nH]c(C)c(C(C)=O)c2C)cc1S(=O)(=O)Nc1ccc(Br)cc1
(15) Cn1cc(CN2CCCC(C(=O)Nc3cccc(-n4cccn4)c3)C2)cn1 (configuration not stated)
(16) O=C(CN1C(=O)NC(c2ccccc2)(c2ccccc2)C1=O)NC1CCS(=O)(=O)C1 (configuration not stated)
Compound,9,10,11,12,13,14,15,16
Shn3 3UTR inh,5.4,-24.6,14.1,37.9,12.2,10.9,-6.1,2.5
KKLEB cytotox,-6.1,7.5,-8.9,-22.3,-10.1,5.6,-0.3,-1.3
Peg3 promoter,9.5,-44.9,2.4,45.5,18.7,7.0,15.3,0.7
NR2E3 ag-1,2.9,2.5,2.8,-1.9,x,1.4,-2.0,0.6
Vif inh,-6.0,-3.2,-5.6,-4.5,-10.9,3.9,1.1,13.0
NR2E3 ag-2,16.7,-9.6,-31.7,26.7,-1.4,-2.7,-12.8,-10.2
CF NFkB block,1.7,-4.8,1.3,59.5*,0.5,-49.4,-21.8,8.1
PDI inh,-9.0,2.1,-1.5,2.1,8.8,3.5,1.5,1.4
HIF-2a block,10.9,-71.8,27.0,19.8,21.8,-12.8,5.1,10.0
CaV13 FRET inh,-4.1,-3.9,-19.1,-6.2,-4.9,-13.4,-15.7,-2.1
MITF TRPM1 inh,6.5,2.5,11.4,11.9,4.1,1.3,3.6,12.6

(17) N#Cc1cc(C(=O)c2cc(Cl)ccc2O)cn(CC2CCCO2)c1=O (configuration not stated)
(18) CC(C)C(NC(=O)c1ccc(C(C)(C)C)cc1)C(=O)N1CCC(C(N)=O)CC1 (configuration not stated)
(19) CN1CCC(=NNC(=O)c2cn(-c3ccccc3)nc2-c2ccccc2)CC1
(20) CC1C(=O)Nc2ccc(S(=O)(=O)NCCc3ccc(Cl)cc3)cc2NC1=O (configuration not stated)
(21) Nc1nccnc1C(=O)OCC(=O)Nc1ccc2[nH]c(=O)[nH]c2c1
(22) CCNC(=O)C1(C)CCN(C(=O)c2ccccc2)C1 (configuration not stated)
(23) O=C(N[C@@H](Cc1c[nH]c2ccccc12)C(=O)O)OCC1c2ccccc2-c2ccccc21
(24) COC(=O)c1ccc(C(=O)Nc2cc(Cl)ccc2Cl)cc1NC(=O)c1ccccc1C
Compound,17,18,19,20,21,22,23,24
Shn3 3UTR inh,24.1,-0.5,-23.2,-25.2,-20.2,8.5,6.5,35.2
KKLEB cytotox,-10.3,19.6,2.6,4.4,14.5,4.0,11.0,-62.7*
Peg3 promoter,25.7,6.9,-0.4,-30.2,0.3,-7.4,-1.2,37.7
NR2E3 ag-1,-1.9,-3.2,-2.4,1.2,-0.2,x,x,1.1
Vif inh,x,2.0,-1.6,-4.3,8.9,-7.0,-16.8,3.9
NR2E3 ag-2,-18.3,-0.3,-52.3,-14.8,-1.3,5.6,-17.7,2.1
CF NFkB block,4.6,1.2,0.3,-30.9,-10.7,2.8,-15.6,54.0*
PDI inh,6.2,-2.9,-0.3,x,-0.7,-56.1,4.8,-7.0
HIF-2a block,22.2,9.1,3.7,-33.5,15.6,14.4,17.1,-6.2
CaV13 FRET inh,-0.5,-6.5,-8.1,16.9,-3.3,-4.8,-5.6,-10.8
MITF TRPM1 inh,-1.6,0.3,9.1,-5.5,6.3,x,11.5,13.7

(25) CCOc1ccc(CN2CCN(Cc3cc4ccccc4[nH]3)CC2CCO)cc1 (configuration not stated)
(26) CCCN1CCN(C(=O)c2ccc(CS(=O)c3ccc(F)cc3)o2)CC1 (configuration not stated)
(27) COc1ccc(C(=O)NC2CCCc3c2cnn3-c2cc(F)cc(F)c2)c(OC)c1OC (configuration not stated)
(28) Cc1nc2ccccc2n1CC(=O)OCC(=O)NC1CC1
(29) CC(=O)N1c2ccccc2N(Cc2ccc([N+](=O)[O-])cc2)C(=O)C1(C)C
(30) NC(=S)C(c1ccccc1)c1ncc(C(F)(F)F)cc1Cl (configuration not stated)
(31) O=C(CC[C@H]1O[C@@H](n2ccc(=O)[nH]c2=O)[C@H](O)[C@@H]1O)NCc1ccco1
(32) CCC(C)NC(=O)c1cn(CC)c2cc(N3CCN(C(=O)c4ccco4)CC3)c(F)cc2c1=O (configuration not stated)
Compound,25,26,27,28,29,30,31,32
Shn3 3UTR inh,5.9,-5.3,12.6,10.8,11.4,2.3,11.1,13.0
KKLEB cytotox,9.2,8.4,-7.7,-0.6,5.4,3.2,-2.1,-12.1
Peg3 promoter,18.2,-0.2,13.2,25.6,23.7,-2.3,11.5,35.7
NR2E3 ag-1,x,-4.8,-1.0,0.5,1.2,2.3,x,1.0
Vif inh,-0.8,-3.4,15.6,2.2,-1.5,-8.5,-2.2,-1.1
NR2E3 ag-2,-17.1,-33.6,-58.1,-10.8,-6.9,-14.5,8.2,11.5
CF NFkB block,4.1,-9.3,2.3,4.0,10.2,1.7,-3.6,11.9
PDI inh,-1.9,0.5,-2.3,5.7,5.2,4.7,x,-5.3
HIF-2a block,-20.6,10.4,-14.0,14.7,1.4,17.6,7.6,30.6
CaV13 FRET inh,-4.1,-3.2,-14.6,-6.2,-3.7,-3.6,-4.3,-1.7
MITF TRPM1 inh,43.6,-12.7,8.4,10.0,-5.8,14.3,x,-1.4

(33) O=C(O)c1nc(-c2ccccc2)c(C(=O)NC2CC2)[nH]1
(34) Cc1cc([N+](=O)[O-])cc(C)c1OCC(=O)N/N=C/c1ccc(OC(=O)c2ccccc2)cc1
(35) Cc1ncsc1C(=O)Nc1nc2c(s1)CCCC2
(36) COc1ccc(N2CCN(C(CNC(=O)C(C)(C)C)c3ccco3)CC2)cc1 (configuration not stated)
(37) CC1=NN(C(=O)Cn2ccc([N+](=O)[O-])n2)C(O)(C(F)(F)F)C1 (configuration not stated)
(38) O=C(OCCN1C(=O)c2ccccc2C1=O)c1ccco1
(39) CCCNC(=O)C1(C)CCCN(Cc2ccsc2)C1 (configuration not stated)
Compound,33,34,35,36,37,38,39
Shn3 3UTR inh,-16.2,1.9,-42.1,-60.8,-73.2,-0.1,-14.3
KKLEB cytotox,2.8,-12.1,8.8,3.8,-6.0,1.3,-7.7
Peg3 promoter,-3.8,2.1,-200.6,11.2,-6.2,8.4,3.1
NR2E3 ag-1,x,2.2,0.2,2.9,2.9,-2.5,x
Vif inh,4.3,-9.2,2.5,-13.1,-3.6,8.0,7.0
NR2E3 ag-2,-16.2,-25.9,-134.0,-11.5,-3.4,19.6,4.1
CF NFkB block,-13.4,14.1,-1.6,-2.6,14.8,-5.7,4.4
PDI inh,x,-21.8,-0.8,-0.7,3.8,0.3,-2.3
HIF-2a block,1.7,7.7,-169.2,2.2,11.5,5.7,12.5
CaV13 FRET inh,-6.2,-7.2,-6.9,-1.2,-3.2,-4.9,-4.4
MITF TRPM1 inh,x,12.7,-5.3,-1.5,-9.5,1.6,x
